# Rin1 Abl inh: inhibitors of Rin1-Abl protein binding, primary screen, biochemical, TR-FRET. inhibition, % at 7.35 µM. 360,000 tested, 0.4% active. AID 588664, 2011; in the data active = inhibition above about 5%, passing the limit was not always enough
# SUMO1-SIM PPI: modulators of SUMO1 protein-protein interactions, primary screen, biochemical, uHTS; 360,000 tested, 0.33% active; inhibition, % at 20 µM; SUMO1 binding to a labelled peptide, TR-FRET, 1 h; Small ubiquitin-related modifier 1 (Homo sapiens), P63165; AID 602429, 2012; in the data active = inhibition above about 37%
# Target sequence (P63165 whole entry, looked up): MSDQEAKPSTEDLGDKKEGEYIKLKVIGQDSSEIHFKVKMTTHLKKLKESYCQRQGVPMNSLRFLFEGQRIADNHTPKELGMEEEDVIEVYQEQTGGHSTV
# NadD block: inhibitors of S. aureus NadD, primary screen, biochemical, colorimetric, uHTS. Nicotinate-nucleotide adenylyltransferase NadD (Staphylococcus aureus N315). purified NadD enzyme, colorimetric absorbance read-out. inhibition, % at 20 µM. 360,000 tested, 0.78% active. AID 602399, 2012; in the data active = inhibition above about 26%; note: some compounds past the cut are filed as inactive
# LMPTP inh: LMPTP phosphatase inhibitors, primary screen, biochemical, fluorescence intensity, uHTS. recombinant LMPTP-A, OMFP fluorogenic substrate. inhibition, % at 20 µM. 360,000 tested, 0.22% active. Low molecular weight phosphotyrosine protein phosphatase (Homo sapiens), P24666;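 active = compounds that cut the enzyme signal by at least half of the control window in the single-dose screen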;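 note: plate controls were DMSO wells with enzyme plus substrate for no effect and substrate without enzyme for full effect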
# Target sequence (P24666 whole entry, looked up): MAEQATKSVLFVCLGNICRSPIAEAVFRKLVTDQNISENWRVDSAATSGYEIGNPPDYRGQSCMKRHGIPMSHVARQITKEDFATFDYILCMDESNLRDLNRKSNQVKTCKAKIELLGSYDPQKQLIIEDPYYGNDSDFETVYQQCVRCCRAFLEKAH
#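 test system = LMPTP-A | amount = 0.625 nM LMPTP-A final | reagent = fluorogenic phosphatase substrate OMFP at 400 µM final | incubation = 50 min at room temperature | benchmarks = no-enzyme low control, uninhibited high control | medium = Bis-Tris pH 6.0, DTT, detergent | signal = fluorescence intensity of OMFP turnover product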
# Rpn11 inh: Rpn11 (PSMD14) deubiquitinase inhibitors, primary screen, biochemical, fluorescence polarization, uHTS. 26S proteasome non-ATPase regulatory subunit 14 (Homo sapiens), O00487. human 26S proteasome, Ub4-pepOG fluorescence polarization; 20S core pre-blocked with epoxomicin. calls only at 20 µM. 360,000 tested, 0.59% active. AID 588493, 2011;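 active = inhibition at 20 µM, scaled to each plate's controls, above about 33%, limit read from the data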
# STEP block: STEP phosphatase inhibitors, primary screen, biochemical, fluorescence intensity, uHTS; recombinant STEP, OMFP fluorogenic substrate; 360,000 tested, 0.25% active; Tyrosine-protein phosphatase non-receptor type 5 (Homo sapiens), P54829; AID 588621, 2011; inhibition, % at 20 µM;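 active = inhibition at 20 µM, scaled per plate between control wells, above about 37%, limit read from the data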;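 note: 0% = DMSO with enzyme and substrate and 100% = substrate only without enzyme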
#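 Assay system: isolated STEP enzyme / Timing: 20 min at room temperature, dark / Doses: 20 µM, 1% DMSO / Technique: fluorescence intensity, excitation 480 nm, emission 540 nm / Reagent: fluorogenic phosphatase substrate OMFP at 25 µM final / Measure: percent inhibition scaled to no-enzyme and uninhibited-enzyme controls, plate-pattern corrected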
# CSN deneddyl inh: inhibitors of CSN-mediated cullin deneddylation, primary screen, biochemical, fluorescence polarization, uHTS; COP9 signalosome complex subunit 5 (Homo sapiens), Q92905; Purified CSN, SCF-Nedd8-OG deneddylation; inhibition, % at 12.5 µM; 360,000 tested, 0.38% active;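 active = pattern-corrected inhibition above about 35%, with an unprinted fluorescence ratio check between 0.5 and 1.5, limit read from the data, passing the limit was not always enough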;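 note: 0% = enzyme with substrate and 100% = substrate without enzyme; some results filed as inactive read as strong as hits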
# Target sequence (Q92905 whole entry, looked up, one chain of several): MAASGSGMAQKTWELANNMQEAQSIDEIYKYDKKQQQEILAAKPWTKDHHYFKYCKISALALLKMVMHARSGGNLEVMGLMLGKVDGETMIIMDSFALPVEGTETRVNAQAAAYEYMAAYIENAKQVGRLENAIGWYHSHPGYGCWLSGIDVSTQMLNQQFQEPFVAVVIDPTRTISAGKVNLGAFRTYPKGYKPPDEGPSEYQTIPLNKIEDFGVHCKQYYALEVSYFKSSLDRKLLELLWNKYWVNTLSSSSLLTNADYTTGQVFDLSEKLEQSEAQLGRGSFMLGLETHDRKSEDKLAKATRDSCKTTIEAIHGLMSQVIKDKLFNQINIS
#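 Test system: purified human Csn5 enzyme expressed in HEK293T cells. Amount: 0.24 nM enzyme. Reagent: SCFSkp2-Nedd8OG substrate at 10 nM final. Schedule: 90 min incubation of compound, enzyme and substrate at room temperature. Detection: fluorescence polarization. Read-out: % inhibition of substrate cleavage by Csn5.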
# Neddylation inh: inhibitors of cullin neddylation, primary screen, biochemical, TR-FRET, uHTS, NAE and Ubc12 | NEDD8-conjugating enzyme Ubc12 (Homo sapiens) + NEDD8-activating enzyme E1 regulatory … | calls only at 25 µM | 360,000 tested, 0.58% active; in the data active = inhibition above about 36%
# DNMT1 inh: human DNMT1 methyltransferase inhibitors, primary screen, biochemical, molecular beacon, fluorescence, HinP1I cleavage, uHTS; DNA (cytosine-5)-methyltransferase 1 (Homo sapiens), P26358; inhibition (reported as % activation of signal), % at 10 µM; 360,000 tested, 0.83% active; AID 588458, 2011; in the data active = inhibition above about 50%
# Scp1 inh: Scp-1 phosphatase inhibitors, primary screen, biochemical, colorimetric, uHTS | AID 493091, 2011 | Recombinant Scp1, phosphopeptide, malachite green phosphate absorbance | Carboxy-terminal domain RNA polymerase II polypeptide A small phosphatase 1 (Homo … | inhibition, % at 20 µM | 340,000 tested, 0.88% active;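 active = inhibition above about 50% at 20 µM, limit read from the data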;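 note: plate controls were DMSO wells with enzyme for no effect and wells lacking enzyme for full effect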
# Target sequence (Q9GZU7 76-261 limits assumed): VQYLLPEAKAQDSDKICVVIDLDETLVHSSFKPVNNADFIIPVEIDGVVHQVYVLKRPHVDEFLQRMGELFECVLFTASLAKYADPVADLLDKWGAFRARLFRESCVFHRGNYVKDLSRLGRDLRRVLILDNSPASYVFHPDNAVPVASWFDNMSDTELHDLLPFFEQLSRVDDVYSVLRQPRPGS
#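 System: SCP-1 catalytic domain; Reagent: Phospho 17-mer peptide substrate; Doses: one concentration, 20 µM, with 1.0% DMSO; Incubation: 45 min room-temperature reaction, 5 min colour, 30 min stabiliser; Signal: Phosphate-binding colour reagent, absorbance read at 630 nm.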
# * = called active by the depositor; i = inactive; / = no result given.
SMILES,Rin1 Abl inh,SUMO1-SIM PPI,NadD block,LMPTP inh,Rpn11 inh,STEP block,CSN deneddyl inh,Neddylation inh,DNMT1 inh,Scp1 inh
O=c1c(Cl)c(NCC2CCCO2)cnn1C12CC3CC(CC(C3)C1)C2 (stereo not drawn),-5.6,-9.9,-0.7,-2.0,i,-4.2,-1.8,i,0.3,3.1
Cc1nonc1NC(=O)CSc1nc2ccc(Cl)cc2[nH]1,3.4,6.3,1.4,0.3,i,3.0,-0.1,i,2.3,-5.3
COc1ccc2c(COC(=O)[C@@H]3CCCN3S(=O)(=O)c3ccc(Cl)cc3)cc(=O)oc2c1,-1.6,-45.7,11.0,4.5,i,3.4,0.5,i,3.2,-9.0
CCc1nnc(NC(=O)c2ccc3c(c2)C(=O)N(CC)C3=O)s1,-2.1,-12.8,1.1,-0.6,i,1.0,0.4,i,0.3,-24.9
O=C(Nc1ccccn1)C(=O)N1CCCCC1,-0.8,-2.6,-1.3,-0.8,i,-2.3,-0.5,i,-3.0,-7.6
COc1ccc(Cn2nnnc2C(c2cc3cc(C)ccc3[nH]c2=O)N2CCOCC2)cc1 (stereo not drawn),-1.4,-16.1,-0.6,-0.8,i,0.4,-1.9,i,2.2,-7.8
CCN(CC)C(=O)[C@H]1C[C@H](CC(=O)NCCC2=CCCCC2)C(=O)N2CCc3c([nH]c4cc(CCC(=O)N(C)C)ccc34)[C@]12C,4.9,3.5,9.2,-1.9,i,-0.8,4.9,i,1.6,6.5
Cn1nnnc1SCCNC(=O)C1CCC(=O)N(CCc2ccccc2)C1 (stereo not drawn),-2.5,1.8,9.8,0.3,i,-3.1,-2.3,i,0.5,-10.5
O=C1C(C=NCCN2CCOCC2)=C(O)c2ccccc21,-6.2,-9.1,-4.6,-3.8,i,-2.1,-7.2,i,0.0,-5.7
Cn1c(Cn2c(=O)sc3ccccc32)nnc1SCc1cccc(F)c1,5.2,1.4,-2.8,-0.9,i,6.3,-0.9,i,1.8,-4.2
COc1ccc(C2C3=C(CC(C)(C)CC3=O)Oc3ncn(CC(C)C)c(=N)c32)cc1 (stereo not drawn),4.1,-2.2,3.6,-0.4,i,-0.6,1.1,i,0.8,-3.3
Cc1nc2ncccn2c1-c1csc(Nc2ccc(O)cc2)n1,-1.6,-11.7,1.0,1.5,i,1.9,3.0,i,-5.2,-1.3
CC(=O)c1ccc(OCCCCCCCOc2ccc(C(C)=O)cc2)cc1,-1.1,0.9,6.4,6.4,i,3.1,1.1,i,-1.4,-2.8
O=C(COC(=O)c1cccc(OC(F)F)c1)NC1CCCC1,2.4,4.2,-2.3,-0.7,i,-1.0,0.0,i,-1.2,-9.0
C/C(Cn1nnc([N+](=O)[O-])n1)=N\NC(=O)c1ccc(O)cc1O,-0.6,-20.8,2.9,-1.3,i,-2.3,-8.3,i,8.8,9.2
COc1ccc(S(=O)(=O)N(C)CC(=O)Nc2c(F)cccc2F)cc1,-0.6,-5.2,-4.3,0.2,i,-0.6,-3.3,i,10.0,-4.0
Cn1c(=O)[nH]c(=O)c2c1nc(N(CCO)Cc1ccccc1)n2Cc1ccccc1Cl,1.4,-0.3,0.0,-1.0,i,-0.5,8.8,i,5.8,-7.3
CCn1cc(C(=O)O)c(=O)c2cnc(N3CCN(C(=S)Nc4ccccc4C(F)(F)F)CC3)nc21,-0.3,1.2,0.0,19.4,i,3.6,-2.1,i,-1.5,-0.7
O=C(NC1=NCCS1)Nc1ccccc1,-1.4,-0.1,6.7,-0.7,i,-6.0,4.7,i,1.3,-3.4
C[C@@H]1CN([C@@H](C)CO)C(=O)c2cccc(NS(=O)(=O)c3ccc(F)cc3)c2O[C@H]1CN(C)C(=O)NC1CCCCC1,3.5,0.3,4.8,0.0,i,-0.3,-3.0,i,2.4,-0.5
O=C(COc1ccc(Cl)c(Cl)c1)NC1CCS(=O)(=O)C1 (stereo not drawn),0.1,-1.0,2.0,-1.7,i,1.0,-0.5,i,2.4,-3.6
COc1ccc(/C=C/C(=O)N2CCOCC2)cc1OC,-2.0,-2.3,6.8,0.3,i,-0.9,-4.5,i,0.6,-8.3
O=C(Nc1ccncc1)Nc1ccccc1Cl,0.8,0.3,-2.8,4.4,i,-1.4,-0.3,i,1.8,-8.3
CCOC(=O)C1CCN(C(=O)CCc2c(C)nc3cc(-c4ccccc4)nn3c2C)CC1,-0.8,0.9,5.2,1.2,i,-1.5,-2.1,/,-3.4,-1.6
CCOc1cc(/C=C/c2nc3cc(C)c(C)cc3s2)ccc1OCC(=O)N1CCOCC1,-1.9,-6.1,8.9,0.7,i,-1.1,-8.2,/,32.4,9.5
CCOC(=O)[C@]12CCCC=C1N(Cc1ccccc1)C(=O)[C@H](CC(=O)NCc1ccc(C)o1)C2,/,-0.9,/,-0.6,/,/,-7.3,i,/,/
O=C(/C=C\c1ccc2c(c1)OCO2)NC1(C(=O)Nc2ccc3c(c2)OCO3)CCCCC1,-1.4,-7.5,-6.1,-1.3,i,4.7,6.7,i,-4.2,-7.6
CCN(C(=O)CN1CCN(C)CC1)c1cccc2ccccc12,1.6,-3.0,7.8,-0.9,i,-0.6,-2.0,i,3.6,-7.0
O=C(COC(=O)/C=C/c1cccc(F)c1)NNC(=O)c1ccccc1,1.1,-5.5,-0.1,0.4,i,1.0,-0.1,i,-0.3,-0.8
CCCC[C@@H]1CNC(=S)N1CCc1cccc2ccccc12,2.0,2.4,-3.8,-0.9,i,-0.2,-0.2,i,-0.2,-5.8
CCN(C(=O)c1ccco1)c1nnc(-c2ccc(OC)cc2)s1,0.0,19.7,-1.7,0.5,i,2.5,-1.3,i,-3.2,-2.2
Cc1cc(C)c(NC(=O)CNC(=O)c2cc(C3CC3)nn2-c2ccccc2)c(C)c1,0.9,0.1,1.3,-0.2,i,1.8,-0.8,i,4.4,-1.4
O=C(NCCCN1CCOCC1)C1CCN(S(=O)(=O)c2cccc(Cl)c2Cl)CC1,4.6,-3.6,-7.2,0.2,i,-0.4,1.5,i,2.8,1.8
CC(C)OC(=O)NCN1C(=O)C2C3C=CC(C3)C2C1=O (stereo not drawn),2.4,0.3,-4.5,-2.1,i,-6.8,4.8,i,2.8,2.0
CN(NS(=O)(=O)c1cccs1)c1ncc(C(F)(F)F)cc1Cl,-1.6,6.2,-3.7,-0.3,i,-0.5,-2.3,i,1.0,-6.9
CC(C)n1cnc2c(=S)nc[nH]c21,-1.3,3.5,-2.1,-0.5,i,-0.6,-3.6,i,0.7,-14.2
C/C(Cn1nnc([N+](=O)[O-])n1)=N\NC(=O)c1ccc(C)cc1,4.8,-18.6,-0.5,-1.0,i,-2.9,-1.5,i,-0.6,-11.1
CCOC(=O)Cn1nc(C)c2ccccc2c1=O,2.6,3.2,-1.3,-0.7,i,0.9,-3.9,i,-0.9,0.2
CCOc1c2ccc(C(=O)NCc3ccc(C)cc3)cc2nn1CC,4.5,-7.7,-3.8,-1.2,i,-1.5,0.1,/,-2.4,-0.2
Cc1cc(-c2cc(-c3ccccc3)on2)nc(NC2CCCC2)n1,-0.9,5.2,0.6,3.1,i,1.2,-3.0,i,-3.9,1.6
CCc1ccc(NC(=O)c2onc(C)c2Cl)cc1,1.1,1.2,3.2,-0.8,i,4.3,-2.2,i,-4.2,-2.8
COc1cccc(/C=C2\C(=O)N(c3cccc(C)c3)C(=O)c3ccccc32)c1,0.3,3.5,9.7,2.9,i,-0.7,0.8,/,-3.2,-7.3

# High-throughput results: PubChem BioAssay, several laboratories
